# PG9 binder: binds the HIV-1 gp120 antibody PG9; TR-FRET gp120-PG9 antibody binding; inhibition, % at 6.7 µM; 360,000 compounds, 0.43% hits; AID 624416; in the data active = inhibition above about 8.5%
# UHRF1 MBD2 ctr: UHRF1 methyl-DNA binding inhibition | inhibition, % at 4.4 µM | Q96T88 | 370,000 compounds, 0.75% hits | UHRF1 binding to methylated oligo, TR-FRET; in the data active = inhibition above about 21%;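 also: UHRF1 SRA domain binding a hemimethylated CpG hairpin DNA probe; 0% = median of test compound wells and 100% = reference inhibitor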
# SIAE inh: human SIAE inhibition, primary screen. Q9HAT2. SIAE FP-Rh probe binding, fluorescence polarization. inhibition, % at 9.66 µM. 370,000 compounds, 0.69% hits;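 active = inhibition above a cutoff: mean of compounds within the control limits plus 3 SD of those, cut at about 17% in these data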;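 also: 0% = plate median of compound wells and 100% = probe without SIAE protein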
# Target sequence (Q9HAT2 whole entry, looked up): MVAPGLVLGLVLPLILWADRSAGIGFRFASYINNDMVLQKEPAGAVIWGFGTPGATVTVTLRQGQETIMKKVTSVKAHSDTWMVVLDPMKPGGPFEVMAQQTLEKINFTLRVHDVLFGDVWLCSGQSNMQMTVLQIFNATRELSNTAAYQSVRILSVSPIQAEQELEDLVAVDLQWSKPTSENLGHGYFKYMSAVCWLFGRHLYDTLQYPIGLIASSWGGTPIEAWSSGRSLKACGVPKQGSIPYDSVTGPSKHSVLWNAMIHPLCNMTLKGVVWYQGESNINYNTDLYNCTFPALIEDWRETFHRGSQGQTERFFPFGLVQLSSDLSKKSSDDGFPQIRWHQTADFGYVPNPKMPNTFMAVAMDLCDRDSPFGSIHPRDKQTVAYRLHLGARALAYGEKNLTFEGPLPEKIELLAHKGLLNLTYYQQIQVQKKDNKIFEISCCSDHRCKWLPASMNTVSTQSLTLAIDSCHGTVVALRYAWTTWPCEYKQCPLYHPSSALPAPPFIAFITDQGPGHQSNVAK
# HTRA1 inhibitor: inhibitors of human serine peptidase HTRA1; inhibition, % at 5.96 µM; Q92743; recombinant HTRA1, FP-rhodamine activity-based probe, fluorescence polarization; AID 504803; 340,000 compounds, 0.5% hits; in the data active = inhibition above about 36%;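 also: 0% = enzyme with DMSO and 100% = wells lacking enzyme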
# TCR CD3 inh: blocks the human TCR-CD3 interaction; 360,000 compounds, 0.37% hits; TAMRA-labeled TCR probe fluorescence, biochemical; inhibition, % at 9.4 µM; AID 651800; in the data active = inhibition above about 19%;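 also: recombinant mutant TCR 2C K166C tagged with TAMRA read by polarization; 0% = receptor in buffer alone and 100% = receptor with positive control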
# TDP2 absorb: TDP2 (human) inhibition, absorbance primary screen. O95551. recombinant TDP2, T5PNP hydrolysis, p-nitrophenol absorbance 415 nm. 370,000 compounds, 0.34% hits. inhibition, % at 12.8 µM;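 active = inhibition above the mean of all tested compounds plus 3 SD, set per campaign, cut at about 25% in these data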;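 also: 0% = DMSO with enzyme and 100% = buffer with substrate but no TDP2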
#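 Test system: Human TDP2 enzyme | Reagent: 5 mM T5PNP | Compound dosing: 12.8 µM single point, 1% DMSO | Incubation: Enzyme reaction with compound for 2 h at 37 °C | Technique: p-Nitrophenol epi absorbance | Read-out: % inhibition relative to enzyme-containing and enzyme-free wells | Benchmarks: High control without enzyme, low control DMSO plus TDP2 | Replicates: Singlicate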
# DDE Tn7 FP inh: inhibitors of Tn7 peptide binding to human fibrin DD(E); P02675; FP displacement of FITC-Tn7 peptide from fibrin DD(E); 0% = median of compound wells per plate; inhibition, % at 8.3 µM; 370,000 compounds, 0.13% hits; AID 720508;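 active = inhibition above the mean of compounds falling within the control limits plus 3 SD of them, cut at about 14% in these data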;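 also: 0% = plate median of compound wells and 100% = 10 µM Aha-Tn7 peptide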
#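 System: human fibrin DD(E); quantity: Fibrin-DD(E) at 2 µM final; also added: fluorescent Tn7 probe at 0.1 µM; compound dosing: single nominal test concentration of 8.3 µM per compound; schedule: 10 min preincubation, 3 h with tracer, room temperature; detection: fluorescence polarization of the labelled Tn7 tracer; repeats: one replicate per compound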
# LEDGF integ inh: blocks HIV-1 LEDGF/p75-dependent DNA integration | TR-FRET IN-LEDGF/p75 DNA integration, Eu/Cy5 | inhibition, % at 3.7 µM | 370,000 compounds, 0.64% hits;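 active = inhibition above the screen-wide mean plus 3 SD, cut at about 13% in these data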;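 also: signal is the Cy5 over europium emission ratio at 671 and 618 nm; 0% = plate median of compound wells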
# PRMT1 inh: blocks human protein arginine methyltransferase 1; recombinant PRMT1, activity-based probe fluorescence polarization; Q99873; 370,000 compounds, 1.3% hits; AID 652257; inhibition, % at 2.79 µM;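 active = inhibition above about 21% made by adding two undisclosed values, limit read from the data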
# Target sequence (Q99873 whole entry, looked up): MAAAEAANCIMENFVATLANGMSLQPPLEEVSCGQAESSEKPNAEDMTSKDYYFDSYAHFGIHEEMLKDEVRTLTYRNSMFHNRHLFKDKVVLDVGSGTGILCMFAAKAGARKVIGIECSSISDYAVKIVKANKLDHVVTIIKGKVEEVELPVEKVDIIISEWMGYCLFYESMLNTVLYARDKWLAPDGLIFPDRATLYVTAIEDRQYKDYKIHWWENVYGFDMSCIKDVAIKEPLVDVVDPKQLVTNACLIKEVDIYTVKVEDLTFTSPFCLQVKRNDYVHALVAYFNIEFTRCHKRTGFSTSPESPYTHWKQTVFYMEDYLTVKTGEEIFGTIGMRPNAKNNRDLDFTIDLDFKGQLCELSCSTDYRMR
# ABHD4 inh: inhibitors of mouse ABHD4. Q8VD66. purified mABHD4, FP-Rh probe fluorescence polarization. inhibition, % at 8.92 µM. 370,000 compounds, 0.54% hits;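 active = inhibition exceeding the mean over every tested compound plus 3 SD, cut at about 30% in these data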;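 also: 0% = plate median of compound wells and 100% = S159A mutant with DMSO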
#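 Test system: mABHD4 protein | Buffer or medium: HEPES pH 7.0 buffer, 150 mM NaCl, 0.01% Pluronic F-127 | Probe or stimulus: FP-Rh fluorescent activity-based probe, added after compound pre-incubation | Timing: Pre-incubation 45 min, probe exposure 60 min, at 25 °C | Technique: Fluorescence polarization, excitation 525 nm, emission 598 nm, BODIPY TMR filters | Repeats: Single well per compound (singlicate)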
# An asterisk follows results filed as active; . = not tested or not shown.
SMILES,PG9 binder,UHRF1 MBD2 ctr,SIAE inh,HTRA1 inhibitor,TCR CD3 inh,TDP2 absorb,DDE Tn7 FP inh,LEDGF integ inh,PRMT1 inh,ABHD4 inh
Cc1ccc2nc(NC(=O)COC(=O)c3ccccn3)sc2c1,-2.0,3,2,-3,2,-6,1,-6,8,7
Cc1ccc(S(=O)(=O)N2CCCC2C(=O)OCc2nc3ccccc3s2)cc1 (configuration not stated),2.2,3,-1,-14,-3,-1,-1,0,15,-16
COc1ccc(-c2c[n+]3c(n2-c2ccc(C)cc2)CCCCC3)cc1,-0.6,0,5,0,-1,2,-3,4,-2,2
Cc1ccccc1NC(=O)Cc1nc(COC(=O)c2ccc(O)cc2O)cs1,-1.7,1,-4,-17,11,13,-3,1,1,10
Cc1noc(C)c1-c1ccc(C(=O)NCc2cccs2)c2occc12,-1.0,-2,-4,.,-1,5,-1,0,-1,-11
Cc1cn([C@H]2C[C@H](O)[C@@H](/C=C/C(=O)N3CCN(Cc4ccc(F)cc4)CC3)O2)c(=O)[nH]c1=O,-2.4,0,3,.,5,0,4,2,-2,-3
O=C(c1ccc(Br)s1)N1CCc2ccccc2C1,0.8,1,-6,-9,2,-3,0,3,2,-4
CC1ON=C(c2ccccn2)N(Cc2ccc(S(C)(=O)=O)cc2)C1=O (configuration not stated),-1.9,4,-1,.,-1,1,0,-2,0,-2
CCc1ccc2c(c1)C(=O)C(=O)N2CC(=O)Nc1ccc(NC(=O)c2ccccn2)cc1,-1.8,-1,7,-70,4,-13,3,0,-1,3
O=C1C(N2CCOCC2)=Cc2cccc3cccc1c23,-6.8,-14,49*,59*,87*,5,22*,7,101*,86*
CCc1ccc2oc(-c3ccc(NC(C)=O)cc3)nc2c1,-1.4,4,-13,-28,-8,-7,-5,7,-4,-21
COc1cc(CCC(=O)Nc2ccc(S(=O)(=O)N3CCCC3)cc2)cc(OC)c1OC,0.9,0,-6,-1,-5,-11,0,-2,-1,-2
CC(C)OC(=O)c1cc(=O)[nH]c2ccccc12,-1.0,2,4,-3,-1,8,-2,-2,-2,6
O=C(CSc1nnc(-c2ccc(C(F)(F)F)cn2)s1)c1ccccc1,4.4,-1,-1,2,8,5,-4,4,0,1
Cc1cccc(NS(=O)(=O)c2ccc(NS(=O)(=O)c3cccs3)cc2)c1,-0.5,-1,12,0,5,17,0,0,-2,-8

# Nine structures from above, ordered by count of non-hydrogen atoms, largest number first.
SMILES,PG9 binder,UHRF1 MBD2 ctr,SIAE inh,HTRA1 inhibitor,TCR CD3 inh,TDP2 absorb,DDE Tn7 FP inh,LEDGF integ inh,PRMT1 inh,ABHD4 inh
Cc1cn([C@H]2C[C@H](O)[C@@H](/C=C/C(=O)N3CCN(Cc4ccc(F)cc4)CC3)O2)c(=O)[nH]c1=O,-2.4,0,3,.,5,0,4,2,-2,-3
COc1cc(CCC(=O)Nc2ccc(S(=O)(=O)N3CCCC3)cc2)cc(OC)c1OC,0.9,0,-6,-1,-5,-11,0,-2,-1,-2
Cc1ccccc1NC(=O)Cc1nc(COC(=O)c2ccc(O)cc2O)cs1,-1.7,1,-4,-17,11,13,-3,1,1,10
COc1ccc(-c2c[n+]3c(n2-c2ccc(C)cc2)CCCCC3)cc1,-0.6,0,5,0,-1,2,-3,4,-2,2
Cc1ccc2nc(NC(=O)COC(=O)c3ccccn3)sc2c1,-2.0,3,2,-3,2,-6,1,-6,8,7
CCc1ccc2oc(-c3ccc(NC(C)=O)cc3)nc2c1,-1.4,4,-13,-28,-8,-7,-5,7,-4,-21
O=C1C(N2CCOCC2)=Cc2cccc3cccc1c23,-6.8,-14,49*,59*,87*,5,22*,7,101*,86*
O=C(c1ccc(Br)s1)N1CCc2ccccc2C1,0.8,1,-6,-9,2,-3,0,3,2,-4
CC(C)OC(=O)c1cc(=O)[nH]c2ccccc12,-1.0,2,4,-3,-1,8,-2,-2,-2,6

# Further entries.
SMILES,PG9 binder,UHRF1 MBD2 ctr,SIAE inh,HTRA1 inhibitor,TCR CD3 inh,TDP2 absorb,DDE Tn7 FP inh,LEDGF integ inh,PRMT1 inh,ABHD4 inh
Nc1nc(-c2ccccc2)nn1C(=O)c1ccco1,-0.6,11,-1,-1,-4,-11,-2,-4,6,-2
Cc1ccc(CSc2nnc(-c3ccncc3)o2)c(C)c1,-2.4,-1,-2,-5,7,-11,3,-1,-1,-4
Nc1nc2c(ncn2[C@@H]2O[C@H](C(=O)NCC(c3ccccc3)c3ccccc3)[C@@H](O)[C@H]2O)c(=O)[nH]1,-0.8,2,-2,.,-6,-7,-6,-2,2,-1
COc1cc(/C=N/NC(=O)Cc2ccc(Br)cc2)cc(OC)c1O,-0.4,-3,5,-4,4,15,3,-1,-1,-1
CC(C)CNC(=O)CSc1nc2nn(-c3ccccc3)c(=O)c-2c2n1CCCCC2,-1.3,0,6,2,-5,0,-3,-6,-1,4
CSCC[C@H](NC(=O)OC(C)(C)C)C(=O)N1CCC(C(=O)N[C@@H](C)C(=O)NC(C)c2ccccc2)CC1 (some centres not stated),-0.6,0,-2,-7,7,5,-6,5,-6,1
Cn1c(=O)c2c(nc(NCCCO)n2Cc2cccc(C(F)(F)F)c2)n(C)c1=O,0.9,2,-1,-3,-10,-5,0,0,0,-14
O=C(C[C@H]1C[C@@H]2c3cc(NC(=O)Nc4ccccc4F)ccc3O[C@@H]2[C@H](CO)O1)NCc1ccccn1,0.1,-1,3,3,7,-7,-5,-7,-2,0
CCC1CN(C(=O)N2CCC(C(=O)NCc3ccc(F)cc3)CC2)c2ccccc2O1 (configuration not stated),0.1,-3,-4,-2,8,7,-4,-1,-2,-2
COc1ccccc1OCC(=O)Nc1ccccc1C(=O)Nc1cccc(C(=O)O)c1,-2.2,-1,-1,2,9,-1,1,4,0,-10
CCC(=O)Nc1cccc(C(=O)c2ccc(C)c(C)c2)c1,-2.1,-1,9,-3,5,6,1,5,-7,-8
COc1ccc(OC)c(NC(=O)CSCc2cnn(-c3ccccc3)c2-n2cccc2)c1,-0.5,1,5,-15,2,-10,-6,1,-2,1
CC(C)CCNC(=O)c1nnc(Cc2ccc(Cl)cc2)o1,0.0,4,0,-4,-4,13,1,0,3,5
CC(=O)c1cccc(NS(=O)(=O)c2ccc(-c3cnc(C4CC4)o3)cc2)c1,-1.1,-2,4,2,1,-6,1,3,0,2
CCOC(=O)C1CCCN(C(=O)c2ccc(Cl)c(S(=O)(=O)N3CCCCCC3)c2)C1 (configuration not stated),0.3,-1,-2,2,-7,4,1,-3,2,-3
COc1ccc(NC(=O)C(c2ccnc3ccccc23)n2c(=O)c(-c3ccco3)nc3ccccc32)cc1 (configuration not stated),1.1,-4,-3,.,9,-3,9,3,1,1
CCOC(=O)[C@@]12CCC3=C1N(CCC3)C(=O)[C@H](CC(=O)NCc1ccc(OC)c(OC)c1)C2,.,4,-1,.,.,1,10,-2,5,-9
CCN1CCN(C(=S)c2ccc(OCC(=O)N3CCOCC3)cc2)CC1,0.8,2,-1,5,1,4,6,5,-1,-2
COc1ccc(S(=O)(=O)N2CCC(C(N)=O)CC2)cc1,1.2,0,3,0,2,9,-4,2,-6,-3
COc1ccc(-c2csc(N(C)C(=O)c3ccco3)n2)cc1,-1.7,-1,7,-9,-3,-7,2,4,1,-3
C[C@H](CO)N1C[C@H](C)[C@@H](CN(C)C(=O)Nc2ccccc2)Oc2c(NC(=O)NC3CCCCC3)cccc2C1=O,0.6,8,3,-5,-7,8,3,2,8,5
Cc1nc(NC(=O)c2ccccc2O)sc1C,-3.9,4,2,-1,-5,0,8,-1,1,-7
CCSc1nnc(NC(=O)c2c(-c3ccccc3Cl)noc2C)s1,-0.9,0,2,-2,8,0,1,-1,2,0
CCNC(=O)C1CCCN(C(=O)c2cccc(C(F)(F)F)c2)CC1 (configuration not stated),-0.3,1,0,.,6,2,-6,2,-4,0
Cc1ccc(C(=O)N2CCN(C(=O)CN3CCCC3)C2)cc1,-0.5,8,1,6,-3,1,-3,2,3,4
COc1ccc(S[C@]2(C(=O)N3CCCC3)CC(=O)N(c3ccsc3)[C@@H]2c2ccc(OC)cc2)cc1,.,1,3,.,.,-4,1,-1,2,2
Oc1cccc(Nc2nc(O)c(/C=C3\C=Nc4ccccc43)s2)c1,-3.5,-3,-55,-31,-19,0,-8,2,-16,-86
CCN(CC)c1ccc(NC(=O)COc2ccc(C)cc2)cc1,-3.5,-1,7,10,3,-11,5,-2,-2,9
C/C(=C\C(=O)O)C12CC3CC(CC(C3)C1)C2,1.3,1,0,1,-12,6,-7,-1,3,1
Cc1ccc(-c2cc(C(=O)N/N=C/c3ccc(F)cc3)n[nH]2)o1,-3.9,-1,-8,-24,1,-3,-5,2,-6,-2
COc1ccc(NC(=O)c2cccnc2Nc2ccccc2)cc1,-4.0,1,-5,-37,13,-1,7,-6,-2,-8
C=CCn1c(-c2ccccc2)c[nH]c1=S,-2.3,3,4,10,3,-7,-4,-4,11,1
O=C(NCCC(=O)N1CCN(S(=O)(=O)c2ccccc2)CC1)c1ccc(Br)cc1,0.2,2,11,-2,-1,19,1,-3,3,1
CCOC(=O)C/C(C)=N/NC(=O)COc1ccccc1C,-0.7,-8,3,0,1,-5,2,1,3,6
Cc1cc(-c2nc3cc(F)ccc3s2)ccc1N,1.7,1,-4,6,-4,0,7,-7,4,12
Cc1ccc(NC(=O)CSc2nnc(CCNC(=O)OC(C)(C)C)o2)c(C)c1,-1.1,0,-3,-2,3,-8,-2,2,0,10
Cc1cccc(N2CCN(C(=O)CN3CCOc4ccccc43)CC2C)c1 (configuration not stated),-0.8,-2,9,6,-5,-13,-7,-2,6,15
O=c1c(C(c2ccc(Br)cc2)c2c(O)nc3n(c2=O)CCS3)c(O)nc2n1CCS2,-0.1,3,-1,3,-2,-3,-4,3,-1,5
COc1ccc(C(=O)OCC(=O)NC(=O)NC2CCCC2)cc1[N+](=O)[O-],-1.7,-1,-2,10,1,2,1,-4,0,-1
COc1ccc(C(=O)n2nnc3ccccc32)cc1OC,-0.7,4,0,-1,4,-3,-7,0,2,-1

# Record cards, from the list above. Values in the order: PG9 binder, UHRF1 MBD2 ctr, SIAE inh, HTRA1 inhibitor, TCR CD3 inh, TDP2 absorb, DDE Tn7 FP inh, LEDGF integ inh, PRMT1 inh, ABHD4 inh
# Shown for CCOC(=O)C/C(C)=N/NC(=O)COc1ccccc1C → -0.7, -8, 3, 0, 1, -5, 2, 1, 3, 6
# Shown for Cc1cc(-c2nc3cc(F)ccc3s2)ccc1N → 1.7, 1, -4, 6, -4, 0, 7, -7, 4, 12
